Tb PYK inh = blocks Trypanosoma brucei pyruvate kinase; Q57TT1; Potency, µM (series often up to 76.8 µM), for the others: top-dose activity, negative = inhibition, hits mostly inhibitors; 0.12% of 410,000 active; TbPYK enzyme, Kinase-Glo Plus ATP luminescence, 45 min; AID 624173; note: nearly all actives have a fitted effect of over 50% in size
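Luminescence from Kinase-Glo Plus, added after a 45-minute room-temperature reaction, served as the end-point read-out. The enzyme and substrate were preincubated with compound before ADP (130 uM final) initiated turnover. Concentration-effect curves came from normalized qHTS data.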
Sm TGR inh = blocks Schistosoma mansoni thioredoxin glutathione reductase; Q962Y6; purified TGR, DTNB reduction, TNB absorbance 405 nm; Potency, µM (doses to about 114 µM), without a hit: at the top dose activity change, negative = inhibition, hits mostly inhibitors; 3% of 360,000 active; note: nearly all actives have a fitted effect of over 60% in size
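TGR 20 nM + NADPH 100 uM (dispensed conc.), cpd preinc 15 min RT; start with NADPH (500 uM addition) then DTNB (15 mM addition). Kinetic TNB absorbance, 405 nm filter. Four-parameter Hill fit across titration.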
LmPK inh = LmPK (Leishmania mexicana) enzyme inhibition | Q27686 | purified LmPK, Kinase-Glo ATP luminescence, 1 h | Potency, µM (doses to about 57.5 µM), inactives show top-dose activity change, negative = inhibition, actives largely listed as inhibitors | 0.37% of 290,000 active
Target sequence (Q27686 whole entry, looked up): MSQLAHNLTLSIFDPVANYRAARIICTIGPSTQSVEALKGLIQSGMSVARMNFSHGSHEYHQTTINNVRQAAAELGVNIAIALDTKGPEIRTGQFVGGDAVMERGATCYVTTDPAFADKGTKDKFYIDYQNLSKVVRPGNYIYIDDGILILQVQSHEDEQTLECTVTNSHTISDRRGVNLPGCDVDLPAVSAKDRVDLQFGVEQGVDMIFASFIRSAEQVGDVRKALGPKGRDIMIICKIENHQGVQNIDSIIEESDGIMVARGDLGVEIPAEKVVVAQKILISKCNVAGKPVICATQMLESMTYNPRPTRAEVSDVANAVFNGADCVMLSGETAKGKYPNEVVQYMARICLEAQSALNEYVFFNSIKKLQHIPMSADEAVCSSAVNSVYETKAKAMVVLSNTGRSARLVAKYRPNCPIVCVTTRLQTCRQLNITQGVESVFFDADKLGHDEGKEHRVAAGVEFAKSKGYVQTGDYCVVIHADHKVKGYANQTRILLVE
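Screened at intermediate enzyme activity to detect both inhibitors and activators: LmPK at 0.1 nM, with a 0.5 nM enzyme column as activation reference. PEP 0.5 mM, ADP 0.1 mM; ATP detected by luminescence after 1 h.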
Pf growth 48h = inhibits P. falciparum growth in the first generation, 48 h; P. falciparum luciferase growth in erythrocytes, 48 h; Potency, µM (highest dose often 28.7 µM), for inactives: at the top dose activity change, negative = inhibition, usual class: inhibitors; 5.9% of 310,000 active
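Erythrocytes infected with P. falciparum carrying an integrated firefly luciferase reporter (2% hematocrit, 0.1% parasitemia final) were exposed to compounds in RPMI 1640 with 0.5% Albumax at 37 C, 5% CO2. Growth inhibition was scored as reduced luminescence.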
Pf growth 96h = inhibits malaria parasite growth, 96 h; Potency, µM (doses to about 28.7 µM), without a hit: top-dose activity change, negative = inhibition, most hits filed as inhibitors; P. falciparum luciferase reporter growth, 96 h; 6.9% of 320,000 active; AID 504834
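Compounds incubated with erythrocytes infected by luciferase-expressing P. falciparum (2% hematocrit, 0.05% parasitemia final) for 96 hours, 37 C in 5% CO2. Growth inhibition scored as decreased luciferase luminescence.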
HCV inh = blocks hepatitis C virus; Huh7.5.1 HCVcc-Cre infection, luciferase reporter, 44 h; Potency, µM (series often up to 41.8 µM), for inactives: at the top dose activity change, negative = inhibition, most hits filed as inhibitors; 3.4% of 340,000 active; AID 651820
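Cells (1,000/well) were plated 4 h before compound, then infected with HCVcc-Cre virus (~0.5 moi). After 44 h further culture, infection was read as luciferase luminescence following a 15 min substrate incubation at room temperature.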
* marks the source's active call; other numbers are inactive results; u = inconclusive; x = no result given; & = joins results of further samples; [ ] = remark or other dose. Calls come from the whole dose curve; as a rule, active = well fitted curve in the direction sought with a large enough effect; inconclusive = small, poorly fitted or top-dose-only effect, or another doubt; inactive = no such curve, though single readings can be large; an effect the other way counts as inactive or inconclusive. % is set by controls: 0 for no effect and ±100 for the full control effect; potency is the fitted concentration of half-maximal effect.

1: CC(C)C(NC(=O)c1c(F)cccc1F)C(=O)NCCc1ccc(S(N)(=O)=O)cc1 (stereo not given)
2: O=C(COc1ccccc1)Nc1ncn[nH]1
3: CCN(CC)Cc1c(O)ccc2c(=O)c(-c3ccc4c(c3)OCCO4)coc12
4: CN(C)/C=C/C(=O)C(Cl)(Cl)Cl
5: Cc1c(C)c2ccc(OCC(=O)N3C[C@H]4C[C@@H](C3)c3cccc(=O)n3C4)cc2oc1=O
6: COc1cccc(-c2nc(SCC(=O)Nc3nc(-c4ccccc4)c(C)s3)[nH]c(=O)c2C#N)c1

compound no.	1	2	3	4	5	6
Tb PYK inh	-6%	-2%	2%	6%	-3%	2%
Sm TGR inh	7%	7%	-34%	-23%	-14%	0%
LmPK inh	1%	-7%	3%	5%	3%	6%
Pf growth 48h	0%	40%[activator]	u	6%	0%	-1%
Pf growth 96h	33%[activator]	102%[activator]	u	32%[activator]	-19%	u
HCV inh	13%	11%	u	10%	3%	3%

7: CN(C)CCNC(=O)/C=C/c1cn(-c2ccccc2)nc1-c1cc2ccccc2oc1=O
8: O=C(NCCCN1CCOCC1)c1ccc2c(c1)N(Cc1ccc(Cl)cc1)C(=O)c1ccccc1S2=O (stereo not given)
9: CCOc1ccc(Nc2nc(Cl)nc(NCCO)n2)cc1
10: CCC1(CC)Cc2ccccc2C2=C(C(=O)N3CCCCC3)C(=O)C(=O)N21
11: O=C(c1ccccc1NS(=O)(=O)c1cccc([N+](=O)[O-])c1)N1CCOCC1
12: CCNc1ccc(Br)cc(C(=O)/C=C/c2c(Cl)cccc2Cl)c1=O

compound no.	7	8	9	10	11	12
Tb PYK inh	-3%	0%	2%	0%	1%	1%
Sm TGR inh	4%	1%	-12%	7%	-29%	0.89µM*
LmPK inh	0%	1%	4%	-4%	-2%	-2%
Pf growth 48h	-16%	u	-5%	10%	0%	u
Pf growth 96h	8.3µM*	4%	-15%	-10%	-4%	u
HCV inh	1%	10%	0%	2%	19%	13µM*

13: Cn1nc(C(=O)OCC(=O)c2ccc(Br)cc2)c2ccccc2c1=O
14: CN(C)c1ccnc(C(=O)O)c1
15: Cc1cc(C)cc(OCC(=O)Nc2ccc(N3CCOCC3)cc2N2CCOCC2)c1
16: O=C(CCN1C(=O)c2ccccc2C1=O)Nc1cccc(O)c1
17: COc1ccccc1Nc1ccncc1[N+](=O)[O-]
18: Oc1ccc(Oc2ccc(Oc3ccc(O)cc3)cc2)cc1

compound no.	13	14	15	16	17	18
Tb PYK inh	-1%	0%	0%	-6%	1%	-9%
Sm TGR inh	6%	0%	-22%	-1%	17%	-1%
LmPK inh	x	0%	x	0%	7%	3%
Pf growth 48h	1%	29%	12µM*	x	u	21%
Pf growth 96h	6%	29%	u	-23%	u	10%
HCV inh	19%	5%	u	26%	6%	-2%

A second format for some results above.
Every second line gives: Tb PYK inh | Sm TGR inh | LmPK inh | Pf growth 48h | Pf growth 96h | HCV inh
1) CC(C)C(NC(=O)c1c(F)cccc1F)C(=O)NCCc1ccc(S(N)(=O)=O)cc1 (stereo not given)
 : -6% | 7% | 1% | 0% | 33%[activator] | 13%
2) O=C(COc1ccccc1)Nc1ncn[nH]1
 : -2% | 7% | -7% | 40%[activator] | 102%[activator] | 11%
3) CCN(CC)Cc1c(O)ccc2c(=O)c(-c3ccc4c(c3)OCCO4)coc12
 : 2% | -34% | 3% | u | u | u
4) CN(C)/C=C/C(=O)C(Cl)(Cl)Cl
 : 6% | -23% | 5% | 6% | 32%[activator] | 10%
5) Cc1c(C)c2ccc(OCC(=O)N3C[C@H]4C[C@@H](C3)c3cccc(=O)n3C4)cc2oc1=O
 : -3% | -14% | 3% | 0% | -19% | 3%
6) COc1cccc(-c2nc(SCC(=O)Nc3nc(-c4ccccc4)c(C)s3)[nH]c(=O)c2C#N)c1
 : 2% | 0% | 6% | -1% | u | 3%
7) CN(C)CCNC(=O)/C=C/c1cn(-c2ccccc2)nc1-c1cc2ccccc2oc1=O
 : -3% | 4% | 0% | -16% | 8.3µM* | 1%
8) O=C(NCCCN1CCOCC1)c1ccc2c(c1)N(Cc1ccc(Cl)cc1)C(=O)c1ccccc1S2=O (stereo not given)
 : 0% | 1% | 1% | u | 4% | 10%
9) CCOc1ccc(Nc2nc(Cl)nc(NCCO)n2)cc1
 : 2% | -12% | 4% | -5% | -15% | 0%

Additional results.
19: CCOC(=O)c1cc2n(c1C)-c1ccccc1C2=O
20: CCc1nnc(NS(=O)(=O)c2ccc(NC(=O)c3cccc(Br)c3)cc2)s1
21: COc1ccc(NC(=O)COc2nc3ccccc3nc2N2CCOCC2)c(OC)c1
22: CCCOc1cccc(C(=O)Nc2cccc3ncccc23)c1
23: Oc1ccc(Cl)cc1CNCc1ccc(C(F)(F)F)cc1
24: COc1cccc(NC(=O)CSc2nc(C3CC3)nc3ccccc23)c1

compound no.	19	20	21	22	23	24
Tb PYK inh	1%	-1%	3%	3%	-1%	-16%
Sm TGR inh	-13%	4%	9%	-10%	0%	-6%
LmPK inh	-1%	-5%	2%	-7%	x	4%
Pf growth 48h	66%[activator]	-14%	47%[activator]	-3%	1.2µM*	u
Pf growth 96h	9.3µM*	-4%	10%	u	5.9µM*	u
HCV inh	-23%	8%	-28%	11%	23%	u

25: CCc1ccccc1N(CC(=O)N1CCN(c2ccccc2)CC1)S(C)(=O)=O
26: Cc1noc(C)c1C(=O)Nc1cccc(S(=O)(=O)N2CCCCC2)c1
27: Cc1ccc(NC(=O)CN(C)C(=O)c2ccc(C(F)(F)F)cc2)cc1
28: CCN1CCC(N(C)C2CCCCC2)CC1
29: COc1ccc(CN2C(=NC(=O)C3CCCO3)SC3CS(=O)(=O)CC32)cc1OC (stereo not given)
30: COc1ccc(OC)c(NC(=O)CSc2nnc(CNC(=O)c3cc(OC)c(OC)c(OC)c3)o2)c1

compound no.	25	26	27	28	29	30
Tb PYK inh	-1%	1%	-1%	-4%	-16%	2%
Sm TGR inh	-10%	-5%	4%	11%	3%	-3%
LmPK inh	-1%	x	0%	7%	2%	-5%
Pf growth 48h	-19%	-15%	27%	60%[activator]	4%	28%
Pf growth 96h	-7%	8.3µM*	11%	u	61%[activator]	-6%
HCV inh	13%	-6%	-11%	u	8%	-3%

31: CC(=O)Nc1ccc(OCC(=O)NCc2ccc3c(c2)OCO3)cc1
32: Cc1ccccc1OCCC(=O)OCC(=O)NC(C)c1ccccc1 (stereo not given)
33: CC(=O)c1c(C)[nH]c(C(=O)OCC(=O)N2c3ccccc3NC(=O)C2(C)C)c1C
34: CCC(C)NC(=O)CN(c1cc(Cl)cc(Cl)c1)S(C)(=O)=O (stereo not given)
35: Cc1ccc(C(=O)Nc2ccccc2N2CCN(C(=O)C(C)C)CC2)cc1C
36: Cc1cc(C)c(C(=O)COC(=O)CNC(=O)c2ccccc2C)c(C)c1

compound no.	31	32	33	34	35	36
Tb PYK inh	1%	-5%	1%	0%	-7%	0%
Sm TGR inh	1%	27%	-4%	6%	7%	1%
LmPK inh	11%	1%	0%	4%	1%	x
Pf growth 48h	u	31%[activator]	-25%	-3%	-17%	u
Pf growth 96h	6%	4%	u	u	x	1%
HCV inh	1%	15%	0%	-3%	u	-2%

37: Cc1ccc(NC(=O)c2cc(S(=O)(=O)N3CCCC3)cn2C)cc1
38: Cc1[nH]nc2c1C(C(C)C)C(C#N)=C(N)O2 (stereo not given)
39: Cc1ccccc1-c1n[nH]c(=S)n1/N=C/c1c(C)nn(-c2ccccc2)c1C
40: CCOc1ccc2nc(NC(=O)CN3CCN(CC)CC3)sc2c1
41: CCC(=O)NC(=S)Nc1ccc(NC(=O)c2cc3ccccc3o2)c(OC)c1
42: O=[N+]([O-])c1cc(Cl)ccc1N1CCCC1

compound no.	37	38	39	40	41	42
Tb PYK inh	5%	2%	u	6%	0%	4%
Sm TGR inh	-18%	12%[11.4 µM]	-13%	-3%	-11%	0%
LmPK inh	-1%	-2%	u	0%	3%	6%
Pf growth 48h	-11%	x	-15%	-2%	12%	4%
Pf growth 96h	9%	-18%	u	-24%	u	-8%
HCV inh	-12%	28%	-3%	-3%	u	-4%

43: O=C(CN1CCC(O)(c2ccc(F)cc2)CC1)NCc1ccc(F)cc1
44: CCOC(=O)C1=C(C)N(Cc2ccc(C(=O)O)cc2)C(=O)NC1c1ccc([N+](=O)[O-])cc1 (stereo not given)
45: COc1cc(C(=O)NNC(=O)CNC(=O)c2ccc(Br)o2)cc(OC)c1OC
46: COc1cccc(CNC(=O)CCC2CCCN(C(=O)c3ccc(OC)o3)C2)c1 (stereo not given)
47: Nc1nc2n(n1)C(c1ccco1)CC(c1ccc(Cl)cc1)N2 (stereo not given)
48: CC(C)NC(=O)c1cc2c(C(F)(F)F)nn(C)c2s1

compound no.	43	44	45	46	47	48
Tb PYK inh	-16%	-4%	-3%	-3%	-3%	2%
Sm TGR inh	-14%	-12%	u	0%	-4%	11%
LmPK inh	0%	2%	-1%	-12%	3%	-3%
Pf growth 48h	-2%	-5%	14%	-13%	20%	u
Pf growth 96h	x	u	32%[activator]	23%	u	u
HCV inh	-14%	2%[8.37 µM]	2%	-13%	8%	-2%

49: CCCC(C)C(=O)Nc1ccc(F)c(Cl)c1 (stereo not given)
50: O=C(NCc1ccccn1)c1cc(-c2ccc(Br)cc2)nc2ccccc12
51: COc1ccc(-c2cc(C(F)(F)F)n3nc(C(=O)Nc4cc(C)on4)cc3n2)cc1OC
52: Cc1ccc(-c2cc(C(=O)NCc3ccco3)no2)cc1
53: COc1ccc(Br)cc1CN(C)C(=O)c1cc(Cl)c2c(c1)OCCO2
54: Cc1ccc(NS(=O)(=O)c2ccc3[nH]c(=O)[nH]c3c2)cc1

compound no.	49	50	51	52	53	54
Tb PYK inh	3%	-5%	8%	2%	-20%	-10%
Sm TGR inh	7%	-1%	-5%	-5%	2%	-5%
LmPK inh	-1%	1%	1%	-3%	-7%	-2%
Pf growth 48h	-14%	25%	u	88%[activator]	u	u
Pf growth 96h	39%[activator]	-17%	2%	-13%	-20%	38%[activator]
HCV inh	-12%	-26%	u	-1%	u	-5%

55: COc1cc(C(=O)NCc2nnc(SCC(=O)NC3CCCC3)o2)cc(OC)c1OC
56: CCOc1ccccc1NS(=O)(=O)c1cccc2nsnc12
57: CCc1cc2c(=O)n(-c3ccccc3)c(=S)[nH]c2s1
58: O=[N+]([O-])c1ccc(Cl)c(S(=O)(=O)N2CCCCCC2)c1
59: COc1cc(OC)c(C2N(c3ccc(Cl)c(Cl)c3)C(=O)C3CCCN32)cc1OC (stereo not given)
60: COc1cc(OC)c(OC)cc1CNc1nnnn1C

compound no.	55	56	57	58	59	60
Tb PYK inh	-3%	2%	u	1%	-7%	2%
Sm TGR inh	-4%	2%	6%	-3%	-26%	-2%
LmPK inh	-9%	2%	-24%	5%	2%	-7%
Pf growth 48h	18%	-5%	37%[activator]	-19%	34%[activator]	41%[activator]
Pf growth 96h	8.3µM*	x	62%[activator]	10µM*	u	0%
HCV inh	4%	7%	10%	12%	-8%	-5%

61: O=C(CN(C(=O)c1csnn1)c1ccc(F)c(Cl)c1)NCc1ccc(F)cc1
62: CC(C)(C)C1=CC(=O)C(N2CCOCC2)=CC1=O
63: COc1cccc(-n2cc3c(=O)n(C)c(=O)n(C)c3c2)c1
64: CS(=O)(=O)c1ccc(Cl)c(NC(=O)COC(=O)CNC(=O)c2ccc(Br)o2)c1

compound no.	61	62	63	64
Tb PYK inh	-4%	-26%	-14%	9%
Sm TGR inh	18%	-20%	45µM*	3%
LmPK inh	0%	-10%	3%	3%
Pf growth 48h	u	10µM*	-82%	7%
Pf growth 96h	u	15µM*	12%[5.75 µM]	u
HCV inh	-8%	-11%	u	-1%&25%
